Compound activity from PubChem BioAssay.
FN deposition inh: inhibitors of fibronectin matrix deposition, primary screen, AH1F cells, Alexa488-fibronectin fluorescence, plate reader. AH1F fibroblasts, overnight. inhibition, % at 12.6 µM. hit rate 0.086% among 350,000. AID 743247, 2014;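 active = mean inhibition across replicates of 30% or more, regardless of how many single replicates reach that level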;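 also: positive control wells lacked labelled fibronectin entirely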
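Material: AH1F fibroblast monolayer depositing Alexa488-labelled fibronectin into matrix | Input: 10000 AH1F cells/well | Medium: DMEM plus 2% serum, read in PBS | Reagent: Alexa488-fibronectin, 24 nM final in well | Compound dosing: One dose per compound, pinned | Schedule: 1 h adhesion, overnight exposure | Measured by: Fluorescence at 485 nm excitation, 525 nm emission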
LGR2 antag: inhibitors of bursicon-induced LGR2 CRE-luciferase signal, primary screen, cell-based, HEK293, CRE-luciferase reporter, bursicon stimulation | Drosophila bursicon receptor LGR2 (rickets) | bursicon-stimulated, 4 h | inhibition, % at 9.99 µM | hit rate 0.35% among 380,000 | AID 720647, 2013;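 active = drop in luminescence signal, shown as inhibition above about 50% in the replicate tests, limit read from the data, passing the limit was not always enough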;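 also: agonist challenge used bursicon conditioned medium at about half maximal strength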
Numbers without * were called inactive. The list is partial; rates above refer to the full screens.

Fields: FN deposition inh | LGR2 antag
Cc1ccc(C2=NN(CC(=O)NCc3ccco3)C(=O)CC2)cc1
  3.6 | 3.7
Cn1c(=O)[nH]c(NC2CCCCC2)c(N=O)c1=O
  3.2 | 13.8
O=C(O)c1cccc(N2C(=O)Nc3ccccc3N2O)c1
  3.1 | -15.6
Cc1cc(-c2n[nH]c(=S)n2/N=C/c2ccc(C)s2)n[nH]1
  1.5 | -11.8
O=C(C1CCCN(S(=O)(=O)c2ccccc2[N+](=O)[O-])C1)N1CCN(c2ccccc2)CC1 (centres undefined)
  -1.8 | 19.1
CCN(CC)C(=O)C1CCCN(C(=S)Nc2cccc3ccccc23)C1 (centres undefined)
  6.5 | 3.5
COCCN1Cc2cccc(C(=O)Nc3ccc(-c4nc5ccccc5[nH]4)cc3)c2C1=O
  1.8 | 8.9
COc1ccc(/C=C(/NC(=O)c2cccs2)C(=O)N2CCOCC2)cc1OC
  14.3 | 1.6
Cc1ccc(S(=O)(=O)NCc2ccc(C(=O)N3CCCC3)cc2)cc1
  -7.5 | 7.0
CCn1cc(/C=N\NC(=O)c2ccc(F)cc2)cn1
  5.4 | -6.5
O=C(CSc1nnc2ccccn12)Nc1cccc(S(=O)(=O)N2CCOCC2)c1
  3.3 | 13.6
COc1ccc(/C=C2/SC(=O)N(CCNC(=O)C3COc4ccccc4O3)C2=O)cc1 (centres undefined)
  5.1 | -21.1
CC(/C=N/NC(=O)CSc1nnc(SCc2ccccc2)s1)=C\c1ccco1
  -0.5 | -10.0
Fc1ccc(C2CC(c3cccs3)=NN2C(=S)Nc2ccccc2)cc1 (centres undefined)
  11.6 | 10.0
COc1ccc(-c2nnc3ccc(SCC(=O)NCc4ccco4)nn23)cc1OC
  -4.9 | -7.1
COC(=O)C(NNc1ccc(F)cc1)(NC(=O)c1ccccc1)C(F)(F)F (centres undefined)
  6.0 | 3.1
COc1ccc(-c2cnnn2-c2ccc(NC(=O)c3ccc(S(=O)(=O)N4CCCCC4)cc3)cc2)cc1
  -1.8 | 4.2
O=C(NC(=S)Nc1ccccc1N1CCCC1)c1ccc([N+](=O)[O-])cc1
  -1.4 | -27.8
CCCCN(C)C(=O)CCC(=O)NNc1nc2ccccc2c2nc(C)nn12
  7.2 | 0.1
NNC(=O)c1cc2ccccc2cc1O
  -2.4 | 33.5
O=C(N/N=C\c1ccc(-c2ccc([N+](=O)[O-])cc2)o1)c1ccc2c(c1)OCO2
  5.2 | -1.0
CC(C)CC(=O)NC(=S)Nc1cc(C(=O)O)ccc1Cl
  7.2 | 6.5
CCOc1cccc2cc(C(=O)N3CCN(C/C=C/c4ccccc4)CC3)c(=O)oc12
  -2.8 | -12.0
CC1(C)CC(=O)C(N=Nc2ccc(Cl)cc2)=C(O)C1
  1.9 | 16.5
CCOc1ccc([N+](=O)[O-])c(N)c1
  1.9 | -3.1
COc1cc(/C=N/NC(=O)c2cc(-c3ccccc3OC(C)C)nc3ccccc23)ccc1O
  -6.0 | -2.6
COc1ccc(C(=O)Oc2ccc(F)cc2C(=O)/C=C/c2ccc(OC)c(OC)c2)cc1
  -8.4 | 11.9
Cc1cccc(OCC(=O)Nc2ccccc2C(=O)N2CCOCC2)c1
  0.6 | 3.7
CCOC(=O)C1(Cc2ccc(OC)cc2)CCN(C(=O)c2cc3ccccc3[nH]2)CC1
  9.0 | -13.1
Cc1ccc(Cl)c(OCC(=O)NCc2ccco2)c1
  0.6 | -7.1

Entries listed so far containing a halogen:
Fields: FN deposition inh | LGR2 antag
CCn1cc(/C=N\NC(=O)c2ccc(F)cc2)cn1
  5.4 | -6.5
Fc1ccc(C2CC(c3cccs3)=NN2C(=S)Nc2ccccc2)cc1 (centres undefined)
  11.6 | 10.0
COC(=O)C(NNc1ccc(F)cc1)(NC(=O)c1ccccc1)C(F)(F)F (centres undefined)
  6.0 | 3.1
CC(C)CC(=O)NC(=S)Nc1cc(C(=O)O)ccc1Cl
  7.2 | 6.5
CC1(C)CC(=O)C(N=Nc2ccc(Cl)cc2)=C(O)C1
  1.9 | 16.5
COc1ccc(C(=O)Oc2ccc(F)cc2C(=O)/C=C/c2ccc(OC)c(OC)c2)cc1
  -8.4 | 11.9
Cc1ccc(Cl)c(OCC(=O)NCc2ccco2)c1
  0.6 | -7.1

Continued.
Fields: FN deposition inh | LGR2 antag
CCOc1ccc(NC(=O)c2sc(N3CCOCC3)nc2-c2ccccc2)cc1
  -2.7 | 20.6
Cc1cccc(N2CCN(C(=O)c3ccc(Cl)c(S(=O)(=O)N4CCc5ccccc5C4)c3)CC2)c1C
  -4.4 | 0.6
COC(=O)c1cccc(Nc2cc(C)nc(-c3ccccc3O)n2)c1
  -1.8 | -3.0
COc1ccccc1CNCC(O)Cn1c2ccccc2c2ccccc21 (centres undefined)
  15.8 | 20.1
Cc1cc(C(C)(C)C)ccc1OCCOCCN1CCCC1
  -7.0 | 12.9
COc1ccc(C(=O)NC(=S)NNC(=O)c2cnccn2)cc1OC
  -1.5 | 16.2
O=C(CC(NC(=O)c1ccccc1)c1ccccc1)Nc1cccc2ccccc12 (centres undefined)
  -6.7 | 19.0
CC(=O)c1c(O)cc(C(C)C)n(-c2ccccc2)c1=O
  -2.6 | 10.9
Cc1c(C(=O)O)cccc1-c1ccc(/C=N/Nc2ccc(Br)cc2)o1
  0.9 | 5.0
C[C@@H]1CN([C@@H](C)CO)C(=O)c2cccc(NC(=O)c3nc4ccccc4s3)c2O[C@@H]1CN(C)Cc1ccc2c(c1)OCO2
  7.0 | -12.5
Cc1ccc(-c2nnc(Nc3ccc4c(c3)OCO4)c3ccccc23)cc1S(=O)(=O)NC(C)C
  0.0 | -19.9
Cc1[nH]c2ccccc2c1C(=O)CSc1ccccc1
  -2.4 | -37.1
Cn1c2c(c(O)c(-c3ccccc3)c1=O)C(=O)CC(C)(C)C2
  -3.2 | -2.6
CN(c1ccccc1)S(=O)(=O)c1cccc(NC(=O)Cn2cnc3c2c(=O)n(C)c(=O)n3C)c1
  1.6 | 11.7
Cc1ccc(NC(=S)NCC(C)C)cc1
  0.8 | 19.3
COc1cccc(/C=N/NC(=O)C(C)n2nnc3ccccc32)c1 (centres undefined)
  -2.2 | 2.1
CC(NC(=O)COc1ccc(-c2nnco2)cc1)c1ccc(Cl)cc1Cl (centres undefined)
  -4.3 | 14.1
Cc1ccc(-n2c(SCc3ccc([N+](=O)[O-])cc3)nc3ccccc3c2=O)cc1
  -14.5 | 8.8
CC1(C)CC(=O)C(C(C#Cc2ccccc2)C2=C(O)CC(C)(C)CC2=O)=C(O)C1
  -1.3 | -9.9
CCC(=O)NNc1ccc(Br)cc1
  -3.4 | 9.7
O=C(C1CCCO1)N1CCN(C(=S)Nc2cccc(Cl)c2)CC1 (centres undefined)
  6.6 | 31.0
Cc1ccc(S(=O)(=O)c2cc(OC(=O)c3ccco3)ccc2OC(=O)c2ccco2)cc1
  4.3 | -10.8
O=C(NNC(=S)Nc1cccc(C(F)(F)F)c1)c1ccc(Cl)cc1Cl
  -2.6 | 9.6
COc1ccccc1NS(=O)(=O)c1ccc(Cl)c(NC(=S)NC(=O)C2CCCC2)c1
  5.0 | 2.5
O=S(=O)(c1ccc2ccccc2c1)N1CCN(C(=S)Nc2ccc(F)cc2)CC1
  10.9 | 13.0
COc1cccc(-c2ccc(C3[C@@H]4CN(S(=O)(=O)c5ccccc5F)C[C@H]3N4)cc2)c1 (some centres undefined)
  3.9 | 16.7
COc1ccccc1C/C(N)=N/O
  -4.4 | 2.5
Cc1nc(Oc2ccc(S(=O)(=O)N3CCOCC3)cc2Cl)c2c3c(sc2n1)CCCC3
  4.4 | 10.2
COc1ccc2c(c1)CC/C2=N\OC(=O)c1cccc(C)c1
  1.5 | -39.8
CC/C(=N/Nc1cccc(Cl)c1)c1cnnc(SC)n1
  2.0 | 14.6

Next section, starting with the last two of the part before.
Fields: FN deposition inh | LGR2 antag
COc1ccc2c(c1)CC/C2=N\OC(=O)c1cccc(C)c1
  1.5 | -39.8
CC/C(=N/Nc1cccc(Cl)c1)c1cnnc(SC)n1
  2.0 | 14.6
COc1ccccc1OCCOCCn1cnc2ccccc2c1=O
  -4.8 | -17.7
CCN(Cc1ccccc1)c1ccc(/C=N/NC(=S)NC(C)C)cc1
  -17.3 | 15.8
O=C(COC(=O)c1ccc(Cl)c([N+](=O)[O-])c1)Nc1ccccc1OC(F)F
  -0.3 | 7.7
COCCCN=Cc1c(C)[nH]n(-c2ccc(Br)c(C)c2)c1=O
  -8.3 | 15.8
C/C(=N\NC(=O)Cc1cccn1C)c1cccs1
  3.0 | -8.5
CCC(C)c1ccc(OCC(=O)Nc2ccc3[nH]c(=O)[nH]c3c2)cc1 (centres undefined)
  -2.9 | -8.9
O=C1OC(Cc2ccncc2)C(O)=C1C1=NCCCN1 (centres undefined)
  -6.9 | 8.8
S=c1[nH]nc(-c2ccco2)n1/N=C/c1ccc(Cl)c(Cl)c1
  -1.9 | -12.3
Cn1c(=O)c([N+](=O)[O-])c(NCC(O)c2ccccc2)c2ccccc21 (centres undefined)
  -5.6 | 1.8
Cc1ccc(Nc2nc(N)c([N+](=O)[O-])c(NCc3ccco3)n2)cc1
  7.1 | -45.1
O=[N+]([O-])c1ccc(-c2nnc(-c3ccccc3)c(NCCCO)n2)cc1
  1.0 | -9.0
Cc1cc(C)c(N=Cc2c(O)n(-c3nccs3)c(=O)c3ccccc23)c(C)c1
  4.6 | 18.8
FC(F)Oc1ccc(NC(=S)NCC2COc3ccccc3O2)cc1 (centres undefined)
  10.5 | 4.0
CCCCc1ccc(NC(=S)N2CCCC(CO)C2)cc1 (centres undefined)
  7.4 | -52.8
COCc1cc(/C=N\NC(=O)Cc2ccc(Cl)cc2)ccc1OC
  -7.3 | -31.3

Full records as entered above.
CCN(CC)C(=O)C1CCCN(C(=S)Nc2cccc3ccccc23)C1 (centres undefined) reads FN deposition inh: 6.5; LGR2 antag: 3.5
CC(C)CC(=O)NC(=S)Nc1cc(C(=O)O)ccc1Cl reads FN deposition inh: 7.2; LGR2 antag: 6.5

More structures follow.
Fields: FN deposition inh | LGR2 antag
Cc1cc(C(=O)N2CCN(c3ncccn3)CC2)c(C)o1
  5.5 | -8.1
O=C(CN1CCN(S(=O)(=O)c2ccccc2)CC1)Nc1ccc(N2CCOCC2)cc1
  -0.5 | -7.0
Cc1ccc(-n2nc(C)c(NC(=O)CCl)c2C)cc1C
  -6.7 | -30.2
COc1ccccc1Cn1c(/C=C/c2ccccc2)nc2ccccc21
  -6.6 | -42.3
CC(C)CC(=O)Nc1nnc(SCC(=O)Nc2ccc3c(c2)OCO3)s1
  1.8 | -1.3
O=C(/C=C/c1ccco1)Oc1cc(Br)cc(/C=N/NC(=O)c2ccccc2O)c1
  13.6 | -7.6
Cc1ccc(O)c(-c2cc(C(=O)Nc3c(C)n(C)n(-c4ccccc4)c3=O)[nH]n2)c1
  -4.5 | 12.0
O=C(CC(=O)c1ccccc1)Nc1cccnc1Cl
  2.0 | -46.6
CCOc1ccc(C(=O)NCC(=O)OCc2c(F)cccc2Cl)cc1
  -0.6 | -23.1
CCn1cc(/C=N\NC(=O)c2c[nH]c3ccccc23)c(C)n1
  5.9 | -25.9
O=[N+]([O-])c1ccc(-c2csc(Nc3ccccc3)[n+]2Cc2ccccc2)cc1
  9.0 | -15.9
COc1ccc(CNc2nc(-c3ccccc3)nn2C(=O)c2ccc([N+](=O)[O-])cc2)cc1
  0.2 | -31.1
CCOC(=O)c1c(-c2ccccc2)csc1NC(=O)CSc1nncs1
  13.7 | -10.7
Cc1ccc(NC(=O)CN2c3cccc4cccc(c34)S2(=O)=O)cc1S(=O)(=O)N1CCOCC1
  5.9 | 8.6
O=C(Nc1ccc(Br)cc1)c1ccc(N2C(=O)C3CC=CCC3C2=O)cc1 (centres undefined)
  7.6 | -6.1

Random excerpt: 4 compounds from above, in no set order.
Fields: FN deposition inh | LGR2 antag
COc1ccc(CNc2nc(-c3ccccc3)nn2C(=O)c2ccc([N+](=O)[O-])cc2)cc1
  0.2 | -31.1
Cc1ccc(NC(=O)CN2c3cccc4cccc(c34)S2(=O)=O)cc1S(=O)(=O)N1CCOCC1
  5.9 | 8.6
O=[N+]([O-])c1ccc(-c2csc(Nc3ccccc3)[n+]2Cc2ccccc2)cc1
  9.0 | -15.9
COc1ccccc1Cn1c(/C=C/c2ccccc2)nc2ccccc21
  -6.6 | -42.3

(next part)
Fields: FN deposition inh | LGR2 antag
CCCCOC(=O)Nc1ccc(S(=O)(=O)Nc2ccc([N+](=O)[O-])cc2)cc1
  3.7 | -24.5
COc1ccc(-c2cc(C(=O)OC(C)C(=O)Nc3c(C)n(C)n(-c4ccccc4)c3=O)c3ccccc3n2)cc1 (centres undefined)
  -3.7 | 7.3
Cc1ccc(CN2CCN(/N=C\C(Br)=C\c3ccccc3)CC2)cc1
  6.7 | -11.0
C/C(N)=C(/C#N)C(=O)CSc1nc2ccccc2c(=O)n1-c1ccc(C)c(Cl)c1
  -7.5 | 14.3
